Assay outcomes as filed in PubChem BioAssay.
HepG2 tox = qHTS for Inhibitors of TGF-b: Cytotox Counterscreen; HepG2 CAGA-GFP viability, ATP luminescence, 18 h; Potency, µM (highest dose often 46.1 µM), inactives show top-dose activity change, negative = cytotoxicity, hits mostly cytotoxic; 410,000 tested, 0.76% active; AID 588856, 2011; also: potency is read from the fitted curve at half-maximal effect; some results filed as inactive show a strong effect at the top dose
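HepG2 CAGA-GFP cells (1000/well, DMEM with 1% FBS) received compound, then TGF-beta at 500 pg/mL final, and were incubated 18 hours at 37 degrees C. Viability was read by CellTiter-Glo luminescence. Media-only wells were set as complete cell-killing and DMSO as no toxicity.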
HT1080 IDH1KD tx = qHTS for induction of synthetic lethality in tumor cells producing 2HG: qHTS for the HT-1080-IDH1KD cell line; AID 686971, 2013; HT-1080 IDH1 knockdown viability, ATP luminescence, 48 h; 360,000 tested, 2% active; Potency, µM (highest dose often 46.1 µM), for inactives: at the highest dose activity, negative = toxicity, most hits filed as cytotoxic;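 also: potency is read from the fitted curve at half-maximal effect; 0% = DMSO wells and -100% = cell-free medium wells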
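Knockdown cells (IDH1KD HT-1080) received compounds 2 h after plating at 750 cells/well and were kept 48 h at 37 °C in 5% FBS RPMI. A CellTiter-Glo luminescence read gave % activity for curve fitting.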
HT1080-NT tox = qHTS for induction of synthetic lethality in tumor cells producing 2HG: qHTS for the HT-1080-NT fibrosarcoma cell line; Potency, µM (highest dose often 46.1 µM), for the others: at the top dose activity, negative = less viability, hits mostly cytotoxic; HT-1080-NT fibrosarcoma viability, CellTiter-Glo ATP luminescence, 48 h; 360,000 tested, 1.6% active;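 also: NT is the 2HG producing partner of a matched IDH1 knockdown line; potency is read from the fitted curve at half-maximal effect; 0% = DMSO-treated cells and -100% = media-only wells without cells; nearly all actives have a fitted effect of over 55% in size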
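Viability by CellTiter-Glo luminescence after 48 h compound exposure at 37C of HT-1080-NT cells (750/well, RPMI, 5% FBS). % activity scaled between DMSO wells and medium-only wells, then curve-fitted and categorized by curve class.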
S2 tox = Viability Counterscreen for Primary qHTS for Inhibitors of ATXN expression; AID 651635, 2014; Potency, µM (doses to about 56.7 µM), hits mostly cytotoxic; S2 cells (HEK-293 line with an ATXN2-luciferase reporter) viability, CellTiter-Fluor protease fluorescence, 24 h; 400,000 tested, 0.49% active; also: potency is read from the fitted curve at half-maximal effect; nearly all actives have a fitted effect of over 40% in size
KB-3-1 tox = qHTS assay for MDR1-selective chemotherapeutics: Primary screen using the parental adenocarcinoma cell KB-3-1 | 400,000 tested, 1.4% active | Potency, µM (series often up to 46.1 µM), for the others: top-dose activity change, negative = cytotoxic, hits mostly cytotoxic | KB-3-1 viability, CellTiter-Glo ATP luminescence, 72 h; also: potency is read from the fitted curve at half-maximal effect; % is scaled to controls: 0 for no effect and ±100 for the full control effect; nearly all actives have a fitted effect of over 60% in size
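Luminescent ATP read-out (CellTiter-Glo) measures survival of drug-naive KB-3-1 cells after 72 h compound exposure at 37 °C. Titration series was screened from lowest to highest concentration, with DMSO vehicle plates as background controls.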
ATXN2 expr inh = Primary qHTS for Inhibitors of ATXN expression; HEK-293 ATXN2-luciferase reporter, luminescence, 24 h; Potency, µM (series often up to 57 µM), without a hit: top-dose activity change, negative = inhibition, actives largely listed as inhibitors; 360,000 tested, 0.72% active; AID 1745845, 2022; also: potency is read from the fitted curve at half-maximal effect; % is scaled to controls: 0 for no effect and ±100 for the full control effect; nearly all actives have a fitted effect of over 55% in size
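ATXN2-luciferase reporter cells (luciferase flanked by upstream and downstream ATXN2 gene portions) were treated 24 h at 37 °C with compounds at up to 57 uM. SteadyGlo luminescence gave expression; GF-AFC fluorescence gave viability.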
IL-1B inflam inh = qHTS for Inhibitors of Inflammasome Signaling: IL-1-beta AlphaLISA Primary Screen; activity change, % at 57.5 µM; 360,000 tested, 4.7% active; THP-1 LPS/ATP IL-1B secretion, AlphaLISA, 16 h; hits give low values; in the data active = activity change below about -50%; inconclusive = mostly about -30% to -49%; also: % is scaled to controls: 0 for no effect and ±100 for the full control effect
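THP-1 cells pretreated 1 hr with compounds (up to 57.5 uM final), then stimulated with LPS (250 ng/mL final) plus ATP (1.25 mM final); secreted IL-1B measured by AlphaLISA after 16 hr, decreased signal indicating inhibition.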
SW480 rerep = A quantitative high throughput screen for small molecules that induce DNA re-replication in SW480 colon adenocarcinoma cells; SW480 DNA re-replication, Hoechst DNA content imaging, 48 h; Potency, µM (titrated, usually from 46.1 µM), for the others: at the highest dose re-replication activation, most hits filed as activators; 340,000 tested, 1.8% active; also: potency is read from the fitted curve at half-maximal effect; % of control where 0% means no effect; nearly all actives have a fitted effect of over 55% in size
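First, 250 cells per well were seeded. Next, compound or vehicle (23 nL) was pinned in, plates sat 48 hr at 37 C. Finally Hoechst was added for 40 min before fluorescence scanning.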
MCF10A rerep = A quantitative high throughput screen for small molecules that induce DNA re-replication in MCF 10a normal breast cells; MCF 10A DNA re-replication, Hoechst nuclear intensity, 48 h; Potency, µM (doses to about 46.1 µM), for the others: at the highest dose activity, positive = re-replication, usual class: activators; 350,000 tested, 2.9% active; also: potency is read from the fitted curve at half-maximal effect; % of control where 0% means no effect; nearly all actives have a fitted effect of over 50% in size
* = called active by the depositor; i = inactive; ? = inconclusive; / = not tested or not shown; & = joins results of further samples; [ ] = dose if it differs, or a comment. Unless noted, calls follow the shape of the dose curve; as a rule, active = well fitted curve in the direction sought with a large enough effect; inconclusive = small, poorly fitted or top-dose-only effect, or another doubt; inactive = no such curve, though single readings can be large; an effect the other way counts as inactive or inconclusive.

SMILES | HepG2 tox | HT1080 IDH1KD tx | HT1080-NT tox | S2 tox | KB-3-1 tox | ATXN2 expr inh | IL-1B inflam inh | SW480 rerep | MCF10A rerep
Cc1ccc2oc(C(=O)Nc3nnc(CC(C)C)s3)cc(=O)c2c1 | 11.3% | / | / | i | 5.3% | -3.4% | / | / | /
CC1CCc2c(nc3nc[nH]n3c2=O)C1 (configuration not stated) | -24.6% | 14.5% | 12.2% | i | -6.4% | -10.9% | 8.6 | -0.6% | -3.7%
CNC(=O)C1Cc2ccccc2CN1S(=O)(=O)c1ccc(OC)c(OC)c1 (configuration not stated) | -0.6% | 7.7% | 5.2% | i | 8.5% | 5.7% | 21.7 | 10.8% | 1.5%
CCC(=O)N1CCc2cc(S(=O)(=O)CCC(=O)N3CCN(c4ccc(C(C)=O)cc4)CC3)ccc21 | -2.3%&-25.4% | 13.4% | 16.2% | i | ? | 2.2%&-9.8% | 1.9 | 0.6% | 0.9%
COc1ccc(C(=O)C2CCN(C(=O)c3ccc(F)cc3)CC2)cc1 | -0.7% | -13.9% | -20.0% | i | -10.2% | -27.0% | -7.8 | -0.7% | 1.0%
O=S(=O)(Nc1cccc2[nH]ncc12)c1cccs1 | 1.0% | -0.2% | 0.0% | i | 15.9% | 4.1%[11.3 µM] | 7.7 | -11.8% | -6.1%
Cc1ccc(CN(C)C[C@@H]2OCc3cnnn3CCCC(=O)N([C@@H](C)CO)C[C@H]2C)cc1 | -6.8% | 1.2% | -0.9% | i | 7.3% | 5.3% | 13.2 | / | /
Brc1ccccc1Cn1c(-c2cscn2)nc2ccccc21 | -36.3% | ? | -1.9% | i | -24.7% | -19.6% | -6.5 | -1.2% | 20.8%
C=CCN1C(=O)N(c2ccccc2)C(=O)C1CC(=O)Nc1ccc(OC)cc1 (configuration not stated) | -19.6% | 2.3% | -1.2% | i | 1.4% | -6.7% | -16.7 | 23.8% | -1.0%
CC1(C)C(=O)Nc2ccccc2N1C(=O)COc1ccc(C#N)cc1 | -0.2% | 1.5% | -3.7% | i | -6.5% | -1.3% | -13.4 | ? | -17.2%
O=C(NCCCN1CCOCC1)c1cc(-c2ccco2)nc2ccccc12 | -3.0% | -12.7% | 0.0% | i | 19.8% | -10.4% | 13.1 | -2.6% | -1.4%
Cc1cccc2c(=O)c(C(=O)NCCc3ccccc3)c[nH]c12 | -33.1% | ? | ? | i | -7.6% | 10.6% | 10.4 | 3.2% | 4.0%
COc1ccc(C(C(=O)NCC2CCCO2)N(Cc2cccs2)C(=O)c2snc(C(N)=O)c2N)cc1 (configuration not stated) | 8.1% | -16.5% | -1.0% | i | -1.9% | 2.6% | 9.7 | -5.2% | 4.3%
CCOCCCn1c(C)nc2c(c1=O)c1nc3ccccc3nc1n2-c1ccc(C)cc1 | 0.3% | -8.3% | -12.6%[9.24 µM] | i | -2.6% | -9.5% | -28.5 | -4.0% | 5.1%
NC(=O)c1ccc(-c2ccc(N3C(c4ccsc4)=Cc4ccc(F)cc4C3CC(=O)c3ccco3)cc2)cc1 (configuration not stated) | / | ? | ? | ? | ? | ? | -14.1 | / | /
CNC[C@@H]1Oc2c(NC(=O)Nc3ccccc3)cccc2C(=O)N([C@@H](C)CO)C[C@H]1C | -20.4% | -14.4% | 0.2% | i | -8.6% | -5.3% | -7.0 | -2.5% | -1.8%
COc1ccc(CCNC(=O)CCN2C(=O)COc3ccc(C)cc32)cc1OC | -19.8% | -15.5% | -10.7% | i | -17.8% | -7.4% | -3.0 | -3.4% | -0.2%
O=C(O)C1Cc2ccccc2CN1C(=O)c1ccccc1Cl (configuration not stated) | 0.1% | 13.3% | 15.9% | i | 2.7% | 0.1% | 16.1 | -1.4% | 2.3%
COC(=O)C1=NN(C(=O)c2ccc(Br)cc2)C(O)(C(C)(C)C)C1 (configuration not stated) | 20.0% | 17.4% | 13.5% | i | 1.4% | -32.0% | 3.9 | 7.4% | 8.3%
COc1cc(C)ccc1OCCOc1c(C)cc(Cl)cc1Cl | -30.6% | 9.8% | 10.2% | i | 5.4% | 2.5% | 8.5 | -7.2% | 1.0%
O=C(O)c1cccc(S(=O)(=O)Nc2ccc(O)cc2Sc2nc3ccccc3s2)c1 | -24.4% | -2.9% | -1.3% | i | 0.0% | 0.2% | 4.5 | 14.2% | 9.0%
CCOc1ccccc1NC(=O)CN(c1ccc(OC)cc1OC)S(=O)(=O)c1ccccc1[N+](=O)[O-] | 31.5% | -2.3% | -15.0% | ? | -4.5% | 2.0% | -5.9 | 17.1% | 24.3%
Oc1c(Br)cc(Br)cc1CNc1cnc2ccccc2c1 | -10.4% | -7.2% | 4.9% | i | 1.4% | -45.8% | 4.2 | 2.0% | 23.1µM*
COc1cc(C2C(C(=O)c3cccs3)=C(O)C(=O)N2c2cc(C)on2)ccc1O (configuration not stated) | 0.6% | -1.9% | -0.1% | i | -1.9% | 2.7% | 31.3 | 0.4% | -0.4%
Cn1cc(CNC(=O)c2ccc3nc(Cc4ccccc4F)oc3c2)cn1 | 0.3% | -3.9% | -2.1% | ? | / | 44.2%[activator] | -4.0 | -1.2% | -3.2%
NC(=O)C1(N2CCCCC2)CCN(C(=S)Nc2ccc(F)c(Cl)c2)CC1 | -4.7% | 6.2% | 1.1% | i | -22.3% | -17.9% | -11.9 | ? | ?
O=S(=O)(c1ccc2nc(Nc3ccc(Br)cc3F)ccc2c1)N1CCCC1 | -31.0% | / | / | i | 18.1% | -6.9% | / | / | /
N#Cc1cc(-c2ccccc2)nnc1Oc1ccccc1 | -17.3% | -38.7% | -13.9% | i | -22.5% | -5.0% | 2.5 | -4.3% | -0.9%
NNC(=O)c1ccc(COc2cccc3ccccc23)cc1 | 6.7% | -0.8% | -9.0% | i | -2.2% | 7.6% | 24.4 | -4.2% | -2.7%
COC(=O)C1C(=O)N(S(=O)(=O)c2ccc([N+](=O)[O-])cc2)c2ccccc21 (configuration not stated) | / | -0.5% | -4.2% | / | -10.0% | / | -12.6 | / | /
CNc1ccc([N+](=O)[O-])cc1C(=O)O | 0.5% | 19.6% | 8.5% | i | 2.8% | 4.1% | 12.5 | -11.3% | 6.2%
CCC(C(=O)NCCC(C)C)n1ccc2cc(S(=O)(=O)N3CCCCC3)ccc21 (configuration not stated) | -20.0% | ? | ? | i | ? | -8.0% | 7.3 | 16.4% | 7.1%
CCCCC(SCC(=O)Nc1ccccc1)C(=O)O (configuration not stated) | -16.1% | 1.0% | -0.8% | i | 16.6% | 25.1% | 8.7 | 0.4% | 13.7%
COc1ccc(CN2C(=O)NC3(CCCC3)C2=O)cc1F | 4.0% | 22.9% | 24.5% | i | 10.7% | 5.7% | 15.5 | -21.0% | -2.5%
O=C1N=C(N2CCCCC2)S/C1=C\c1ccccc1F | -10.0% | -3.1% | 2.3% | i | -5.2% | 46.0%[activator] | -64.3* | -4.5% | -2.5%
CCOC(=O)C1(C)CCCN(C(=O)c2ccc(OC(F)F)cc2)C1 (configuration not stated) | -6.7% | 8.2% | 25.2% | i | 0.0% | 4.0% | 18.8 | / | /
O=C(O)c1ccccc1OCCN1CCCC1=O | -3.8% | 10.9% | ? | i | 6.3% | -14.3% | 18.9 | -6.4%[9.22 µM] | -9.9%
CCc1nnc(NC(=O)CSc2nccn2Cc2ccc(C)cc2)s1 | -4.1% | / | / | i | 0.2% | 12.6% | / | / | /
CNC(=S)NC12CC3CC(CC(C3)C1)C2 | 2.4% | 14.8% | 17.3% | i | 8.5% | -12.0% | 0.4 | 1.5% | 9.3%
CCCCCn1c(=O)[nH]c2cc(C(=O)N3CCN(c4ccccc4)CC3)ccc2c1=O | -3.7% | / | / | i | -0.6% | 5.6% | / | / | /
O=C(CN1C(=O)/C(=C2\SC(=S)N(C3CCS(=O)(=O)C3)C2=O)c2ccccc21)Nc1ccccc1 (configuration not stated) | 27.1% | 4.7% | -5.0% | i | 2.6% | -10.9% | 3.7 | -9.9% | -3.6%
CC(C)C[C@@H]1CN(CCCC[C@H]2CNC(=O)C(=O)N2CCC2CCCCC2)C(=O)C(=O)N1CCc1ccc(O)cc1 | / | 1.6% | 2.6% | i | 14.4% | 7.6% | -4.3 | / | /
Cc1cc(NC(=O)CN2C(=O)NC(C)(c3ccc(Cl)cc3)C2=O)no1 (configuration not stated) | 10.2% | -1.9% | 18.7% | ? | 0.9% | 2.2%[11.3 µM] | 36.7 | 0.6% | -1.2%
Cc1ccc(-c2nnn3c2nc(N2CCC(C)CC2)c2ccccc23)cc1 | -12.6% | / | / | i | 12.9% | 23.3% | / | / | /
CCOc1ccc(NC(=O)CCN2C(=O)c3cccc([N+](=O)[O-])c3C2=O)cc1 | 0.0% | 6.2% | 7.4% | i | -0.5% | / | -12.1 | -3.5% | 12.6%
O=C1c2cccnc2C(O)N1Cc1ccc(F)cc1 (configuration not stated) | 1.5% | 4.8% | 5.9% | i | -16.8% | 7.0% | -16.3 | -2.1% | 1.4%
CCOC(=O)C1=CCN(S(=O)(=O)c2ccccc2Cl)C1c1ccccc1 (configuration not stated) | -2.3% | -14.8% | -10.9% | ? | -0.3% | -15.1% | 41.6 | / | /

Compounds as they come. About 8.9% of those tested had a hit in this group.
